# CHT allo act: allosteric activators of human choline transporter CHT | Q9GZV3 | CHT-expressing cells, membrane potential dye, choline EC20; hits give high values; LV-AA mutant CHT in HEK293 cells | B-score at 10 µM | actives 0.49% (n = 310,000);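 active means initial fluorescence not abnormally high and integrated response B-score, plate-corrected, over 3 SD above library mean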
# Target sequence (Q9GZV3 whole entry, looked up): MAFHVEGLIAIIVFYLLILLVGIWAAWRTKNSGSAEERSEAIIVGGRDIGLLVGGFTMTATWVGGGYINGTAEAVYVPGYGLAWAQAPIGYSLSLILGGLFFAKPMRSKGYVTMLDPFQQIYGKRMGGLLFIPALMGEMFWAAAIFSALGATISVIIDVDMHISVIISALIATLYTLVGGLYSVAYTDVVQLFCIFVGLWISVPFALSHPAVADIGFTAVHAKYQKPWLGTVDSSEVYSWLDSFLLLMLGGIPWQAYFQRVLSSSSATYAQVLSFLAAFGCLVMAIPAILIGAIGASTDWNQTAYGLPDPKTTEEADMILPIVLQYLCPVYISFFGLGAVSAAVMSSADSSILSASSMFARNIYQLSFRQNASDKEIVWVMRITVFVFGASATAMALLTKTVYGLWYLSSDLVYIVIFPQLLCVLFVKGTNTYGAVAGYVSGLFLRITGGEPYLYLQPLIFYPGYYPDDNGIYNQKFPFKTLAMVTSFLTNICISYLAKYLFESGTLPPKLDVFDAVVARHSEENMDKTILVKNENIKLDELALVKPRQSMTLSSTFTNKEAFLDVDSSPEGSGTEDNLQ
# CHT block: inhibits the human high affinity choline transporter. Q9GZV3. CHT-expressing cells, membrane potential dye, choline response; hits give low values. B-score at 10 µM. actives 0.86% (n = 310,000);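 active means B-score over 3 SD under the library average, and starting fluorescence ratio not unusually high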;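 further: choline stimulus applied at its EC90 after an EC20 pre-addition; B-score computed on integrated fluorescence ratio after choline addition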
# * hit, by the source's call; i = inactive.
smiles	CHT allo act	CHT block
C=CCn1c(=O)c(C(=O)NCCNCC)c(O)c2ccccc21	i	i
CCOC(=O)C1=C(C)N(C)C(=O)NC1c1ccc2c(c1)OCO2 (stereo unspecified)	i	i
Cc1cccc(NC(=O)Cn2cnc(S(=O)(=O)N3CCCC3)c2)c1C	i	i
CC1=C(CCN2CCN(C3CCCC3)C(CCO)C2)C(C)(C)CCC1 (stereo unspecified)	i	i
O=C(CSc1ncccn1)N/N=C/c1cccs1	i	i
Cc1ccc(N=Nc2c(=O)[nH]n3c(C)cc(C)nc23)cc1	i	i
COc1ccc(Cl)cc1NC(=O)CN(C)C(=O)c1ccc(COc2ccccc2)cc1	i	i
COc1ccc(NC(C)=O)cc1S(=O)(=O)NC(Cc1ccccc1)C(=O)O (stereo unspecified)	i	i
NNC(=O)c1cncn1-c1ccc(F)cc1	i	i
O=C(COC(=O)/C=C/c1ccco1)NCc1ccc2c(c1)OCO2	i	i
CCCCc1cc(=O)oc2cc(C)cc(OCC(=O)NCc3cccnc3)c12	i	i
CCn1nnnc1SCC(=O)N1c2ccccc2CCc2ccccc21	i	i
O=C(N/N=C/c1cn(-c2ccccc2)nc1-c1ccc2c(c1)OCCO2)c1ccncc1	i	i
CCc1c(C)c(C#N)c2nc3ccccc3n2c1NCc1ccco1	i	i
Cc1ccc(S(=O)(=O)NC(CC(C)C)C(=O)NCc2ccco2)cc1 (stereo unspecified)	i	i
CN(C)CCCN=Cc1c(-c2ccccc2)[nH]n(-c2nc3ccccc3s2)c1=O	i	i
O=C(c1cccc(S(=O)(=O)N2CCCC2)c1)N1CCN(c2ccccc2)CC1	i	i
Cc1ccc(C(=O)Nc2ccc(S(=O)(=O)Nc3cnc4ccccc4n3)cc2)cc1	i	i
COc1ccc(-c2cn(-c3ccc(C)cc3)c(=O)n2CC(=O)Nc2cccc(F)c2)cc1	i	i
Cc1ccc(C(=O)Nc2nnc(C)s2)o1	i	i
CCOCC(=O)N1CCN(c2ccc(F)cc2)CC1	i	i
CCOc1ccccc1C1C(C#N)=C(N)SC(N)=C1C#N	i	i
O=C(CN(Cc1ccc(Cl)cc1)C(=O)CN1C(=O)COc2ccccc21)NC1CCCC1	i	i
CCCc1nc(N)nc2c1C(=O)CC(C)(C)C2	i	i
CC(=O)c1c(C)[nH]c(C(=O)OCc2c(F)cccc2Cl)c1C	i	i
COc1ccc(Cl)cc1NC(=O)NCCN1CCNC1=O	i	i
CC(=O)C1C(c2ccc(Br)cc2)c2c(noc2C)CC1(C)O (stereo unspecified)	i	i
O=c1[nH]cc(NCCNc2ncc(C(F)(F)F)cc2Cl)c(=O)[nH]1	i	i
CCOC(=O)C(Sc1nnc2c3ccccc3n(CC)c2n1)C(=O)OCC	i	i
Cc1c(Cl)ccc2sc(NC(=O)c3ccco3)nc12	i	i

# Remaining list, next part
smiles	CHT allo act	CHT block
CCOc1ccc(/C=C2\C(=O)c3ccccc3OC2c2ccccc2)cc1 (stereo unspecified)	i	i
CC(c1ccccc1)N1CC(C(=O)NC2CCCC2)CC1=O (stereo unspecified)	i	i
COc1ccccc1NC(=O)c1nnn(Cc2ccccc2)c1NC(=O)C(F)(F)F	i	i
Cc1cc(C)c(S(=O)(=O)NCc2cccnc2)c(C)c1	i	i
C[n+]1c(-c2ccccc2)sc([S-])c1-c1ccccc1	i	i
Cc1cnc(C(=O)OCC(=O)NC(C)C)cn1	i	i
Cc1cc(C)c(C#N)c(SCC(=O)c2cc(C)n(CCc3ccccc3)c2C)n1	i	i
CCc1cccc(C)c1NC(=O)c1ccc2nc(N3CCOCC3)sc2c1	i	i
Cc1ccc(Nc2nnc(SCC(=O)Nc3cc(C(=O)O)ccc3C)s2)c(C)c1	i	i
O=C(COc1ccccc1Cc1ccccc1)NCCCN1CCOCC1	i	i
O=C(CSc1nnc(NC(=O)C2CCC2)s1)Nc1ccccc1F	i	i
Cc1cccc(C2c3[nH]c4ccccc4c3CCN2C(=O)c2cc(CC(C)C)[nH]c(=O)n2)n1 (stereo unspecified)	i	i
Fc1ccccc1COc1ccc(Br)cc1CNCc1ccncc1	i	-5.5*
COC(=O)c1ccc2c(c1)sc(=NC(=O)CCS(=O)(=O)c1ccccc1)n2C	i	i
O=c1c2ccccc2nc(-c2cccs2)n1-c1ccc2ccccc2c1	i	i
Cc1cc(C)n2nc(SCc3ccccc3)nc2n1	i	i
CCn1c(=O)cc(C(=O)OC)sc1=Nc1ccc(F)c(F)c1	i	i
CN1/C(=C/C2CC(=O)N(c3cccc4ccccc34)C2=O)C(C)(C)c2ccccc21 (stereo unspecified)	i	i
O=C(COC(=O)c1ccccc1F)c1ccc(-n2nncc2-c2ccco2)cc1	i	i
Cc1cccc(-n2c(CNC(=O)c3ccc(S(=O)(=O)N4CCCC4)cc3)n[nH]c2=S)c1	i	i
Cc1oc2cc3oc(=O)c(CCC(=O)N4C[C@H]5C[C@@H](C4)c4cccc(=O)n4C5)c(C)c3cc2c1C	i	i
Cc1nc([N+](=O)[O-])nn1C12CC3CC(CC(Cl)(C3)C1)C2	i	i
Cc1cc(C(=O)CN2C(=O)NC(c3ccccc3)(c3ccccc3)C2=O)c(C)n1Cc1ccccc1	i	i
CC(C)(C)OC(=O)N[C@@H](Cc1c[nH]c2ccccc12)c1nnc(SCC(N)=O)o1	i	i
CC(=O)Nc1ccc(NC(=O)COc2cccc3c2OC(C)(C)C3)cc1	i	i
O=C(Nc1nc(-c2ccccc2Cl)cs1)c1cccnc1	i	i
O=C1c2ccccc2S(=O)(=O)N1CCS(=O)(=O)c1ccc(F)cc1	i	i
Cc1cc(=O)n2c3ccccc3n(CC(O)CN3CCCCC3)c2c1C#N (stereo unspecified)	7.3*	i
Cc1cccc(CN2CCN(C(=O)c3cccc4ccccc34)CC2)c1	i	i
CCN(C(=O)COC(=O)CNS(=O)(=O)c1ccc(SC)c([N+](=O)[O-])c1)C1CCCCC1	i	i

# The list goes on.
smiles	CHT allo act	CHT block
O=C(CC1CCCCC1)NCc1nc(-c2ccccc2)no1	i	i
c1ccc(OCCCCN2CCCCC2)cc1	i	i
O=C(Cc1cccs1)NNC(=O)c1ccc(F)cc1	i	i
CC(NCc1ccc(S(N)(=O)=O)cc1)C(=O)N1c2ccccc2CC1C (stereo unspecified)	i	i
NC(=O)C1(S(=O)(=O)c2ccccc2)CCCCC1	i	i
O=C(CSc1nnc2ccccn12)Nc1cccc(S(=O)(=O)N2CCOCC2)c1	i	i
O=C(c1ccc2c(c1)OCCO2)C1CCN(C(=O)c2ccc(F)c(F)c2)CC1	i	i
CCCc1cc(C(=O)Nc2cc(OC)c(Cl)cc2OC)no1	i	i
CCCS(=O)(=O)N1CCN=C1SCc1ccc(F)cc1	i	i
COc1ccccc1/C=C/C(=O)NCCC1=CCCCC1	i	i
O=C(COc1cccc(NC(=O)c2cccs2)c1)c1ccc(F)cc1	i	i
CCc1nc2ccc(C(=O)NCCCN3CCN(c4ccccc4F)CC3)cc2nc1CC	i	i
CC(=O)c1ccc(S(=O)(=O)NC2CC(=O)N(c3ccc(C)c(C)c3)C2)cc1 (stereo unspecified)	i	i
O=C1CSC(=S)N1c1cccc(O)c1	i	i
COc1cc(CN(C)C(C)C(=O)Nc2ccc([N+](=O)[O-])cc2Cl)ccc1OC(F)F (stereo unspecified)	i	i
Cc1ccc(S(=O)(=O)NNC(=S)Nc2cccc(C)c2C)cc1	i	i
COc1cccc(/C=N/NC(=O)c2ccccc2NC(=O)c2ccco2)c1OC	i	i
CCOc1ccccc1-c1nc(-c2cc3ccccc3nc2OC)no1	i	i
C=CCOC(=O)C1=C[C@H](c2cn(C(C)=O)c3ccccc23)[C@@H](CCCO)[C@H](OCC)O1	i	i
O=C(CCS(=O)(=O)c1ccccc1)NCCS(=O)(=O)c1ccccc1	i	i
Cc1ccc(Cl)cc1NC(=O)CN1CCN(S(=O)(=O)N2CCC(C)CC2)CC1	i	i
CCCCNC(=O)Oc1cccc(N2CCCC2=O)c1	i	i
Cc1c(C(=O)NNS(=O)(=O)c2ccccc2)sc(=S)n1C	i	i
CC(C)N1CC(C(=O)Nc2ccc(C#N)cc2)CC1=O (stereo unspecified)	i	i
COc1ccc(N2CCN(C(=O)c3ccc4c(=O)n(CCc5ccc(OC)c(OC)c5)c(=O)[nH]c4c3)CC2)cc1	i	i
CC[C@H]1CN2CCc3cc(OC)c(OC)cc3[C@@H]2C[C@@H]1C[C@H]1NCCc2cc(OC)c(OC)cc21	i	i
Cc1ccc(S(=O)(=O)N2CCC(C(=O)N3CCCC3C(=O)N[C@@H](CC(C)C)C(=O)NCC(N)=O)CC2)cc1 (stereo partly specified)	i	i
COc1ccc(C(=O)Nc2ccccc2C(=O)NC(Cc2ccc(O)cc2)C(=O)NNC(=O)c2ccccc2)cc1 (stereo unspecified)	i	i
Cc1nc(=O)c(-c2ccccc2)c(C)n1-c1ccccc1	i	i
COc1ccc2c(c1)cc1n2CCN=C1N	i	i

# Additional compounds:
smiles	CHT allo act	CHT block
Cc1c(CN2CCC(C)CC2)c(=O)n(-c2ccccc2)n1C	i	i
O=C(O)c1ccccc1SCC(=O)N1CCCCC1	i	i
CC1Cc2nc(SCC(=O)NCCc3ccccc3)n(C)c(=O)c2S1 (stereo unspecified)	i	i
CN(C)S(=O)(=O)c1cccc(NC(=O)CSc2nncn2C)c1	i	i
O=C(Nc1ccccc1)C1C2CCCCC21 (stereo unspecified)	i	i
CCN(CC)CCCNC(=O)C1c2ccccc2C(=O)N1Cc1ccc(C)cc1 (stereo unspecified)	i	i
Cc1ccc(C(=O)CCC(=O)N2CCN(c3ccccc3O)CC2)cc1	i	i
COc1ccc(N2CCN(S(=O)(=O)CCNC(=O)COc3ccccc3C)CC2)cc1	i	i
Cn1c(=O)cc(OCC(=O)NCCCN2CCN(Cc3ccccc3)CC2)c2ccccc21	i	i
Cc1ccc(-n2cc3c(-c4cccc(Br)c4)nnc(C)c3n2)cc1	i	i
c1ccc(-c2noc(CC3CCCCC3)n2)nc1	i	i
Cc1cccc(/C(N)=N/OC(=O)c2ccc(Cl)cc2Cl)c1	i	i
Cn1c(=O)[nH]c(=O)c2c1nc(SCC(=O)O)n2CCOc1ccccc1	i	i
Cc1ccc(C)c(S(=O)(=O)N2CCN(Cc3ccc(O)c4ncccc34)CC2)c1	i	i
CN1CCN(/N=C2/C(=O)Nc3ccc([N+](=O)[O-])cc32)CC1	i	i
CC1CCN(S(=O)(=O)CCNC(=O)c2ccc3c(c2)OCO3)CC1	i	i
O=C(Nc1ccccc1C(=O)N1CCCC1)C1COc2ccccc2O1 (stereo unspecified)	i	i
Nc1nc(SCC(=O)Nc2ccc([N+](=O)[O-])cc2)[nH]c(=O)c1NC(=O)c1ccc(Br)cc1	i	i
CCOC(=O)C1CCCN(C(=O)c2ccc(C)c([N+](=O)[O-])c2)C1 (stereo unspecified)	i	i
Cc1cc(NC(=O)C2CCCCC2)n(-c2nc3ccccc3[nH]2)n1	i	i
COc1cccc(-c2nn(-c3ccccc3)cc2C(=O)Nc2nccs2)c1	i	i
Cc1cc(C)n2nc(SCC(=O)c3ccccc3)nc2n1	i	i
OCCN1CCN(CCCc2c3c(cc4c2CCC4)CCC3)CC1	i	i
O=C(NCc1ccccc1)C1Cc2ccccc2CN1C(=O)c1ccco1 (stereo unspecified)	i	i
COC(=O)c1ccc(C(=O)OC)c(NC(=O)Nc2ccc3c(c2)OCO3)c1	i	i
COc1cccc(C(=O)CSc2nnc(-c3cc(OC)c(OC)c(OC)c3)o2)c1	i	i
O=C(CNC(=O)c1ccc(Cl)cc1)OCC(=O)c1ccccc1	i	i
COc1ccc(C)cc1NC(=S)N1CCN(c2ccccn2)CC1	i	i
Cc1nc2nc(CCNS(=O)(=O)c3ccc(Cl)cc3)cn2nc1C	i	i
CCN(CC)c1ccc(CNc2ccc(Br)cn2)cc1	i	i

# Four of the compounds above, with each value named.
Cc1ccc(S(=O)(=O)N2CCC(C(=O)N3CCCC3C(=O)N[C@@H](CC(C)C)C(=O)NCC(N)=O)CC2)cc1 (stereo partly specified)
  CHT allo act: i | CHT block: i
COc1ccc(C(=O)Nc2ccccc2C(=O)NC(Cc2ccc(O)cc2)C(=O)NNC(=O)c2ccccc2)cc1 (stereo unspecified)
  CHT allo act: i | CHT block: i
Cc1nc(=O)c(-c2ccccc2)c(C)n1-c1ccccc1
  CHT allo act: i | CHT block: i
COc1ccc2c(c1)cc1n2CCN=C1N
  CHT allo act: i | CHT block: i

# Entries of single compounds, quoted from the list.
# Cn1c(=O)cc(OCC(=O)NCCCN2CCN(Cc3ccccc3)CC2)c2ccccc21 is listed as CHT allo act = i; CHT block = i
# Cc1ccc(-n2cc3c(-c4cccc(Br)c4)nnc(C)c3n2)cc1 is listed as CHT allo act = i; CHT block = i

# The list goes on.
smiles	CHT allo act	CHT block
C[C@H](NC(=O)OCc1ccccc1)c1nnc([C@H](Cc2ccccc2)NC(=O)OC(C)(C)C)o1	i	i
O=c1cc(-c2ccc(Cl)cc2)nc(N2CCN(c3ccccc3)CC2)[nH]1	i	i
O=C(c1cc2ccccc2oc1=O)N(c1ccccc1)C1C=CS(=O)(=O)C1 (stereo unspecified)	i	i
CCOc1ccc(-c2nc(S(=O)(=O)c3ccccc3)c(N3CCC(C(N)=O)CC3)o2)cc1	i	i
CC(C)Cc1nnc(NC(=O)CN2C(=O)C3CCCCC3C2=O)s1 (stereo unspecified)	i	i
CSc1ccccc1NC(=O)CN(C)CC(=O)Nc1cccc(Br)c1	i	i
